HTR5A ag – counter-screen for OPRM1-OPRD1 agonists: human HTR5A agonism; P47898; HTR5A agonist assay, luminescence, cell-based; activation, % at 9.3 µM; 340,000 compounds, 0.61% hits; in the data active = activation mostly above about 9.5%, no sharp cut-off; inactive = mostly below about 7.6%;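 also: 0% = cells with vehicle only and 100% = reference agonist; strong numbers were not always called active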
Target sequence (P47898 whole entry, looked up): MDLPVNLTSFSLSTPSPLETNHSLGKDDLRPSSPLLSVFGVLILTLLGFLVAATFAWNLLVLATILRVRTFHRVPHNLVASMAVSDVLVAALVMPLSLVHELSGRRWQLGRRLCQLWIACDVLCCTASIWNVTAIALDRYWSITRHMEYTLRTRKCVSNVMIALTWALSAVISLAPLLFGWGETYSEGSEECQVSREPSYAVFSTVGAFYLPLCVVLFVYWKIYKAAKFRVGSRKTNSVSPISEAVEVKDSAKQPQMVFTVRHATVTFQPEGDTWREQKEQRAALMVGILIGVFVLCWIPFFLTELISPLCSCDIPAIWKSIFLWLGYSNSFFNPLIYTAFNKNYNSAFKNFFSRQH
MOR-DOR ag – OPRM1-OPRD1 heterodimerization agonism; P35372+P41143; cells, luminescence; activation, % at 9.3 µM; 340,000 compounds, 0.3% hits; in the data active = activation above about 18%;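 also: 0% = vehicle-treated cells and 100% = reference agonist; values of inactives mirror those of a sister screen read the other way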
HTR5A inv ctr – HTR5A inverse agonism, opioid heterodimer counter-screen; P47898; HTR5A cell line, luminescence; inhibition, % at 9.3 µM; 340,000 compounds, 0.083% hits; AID 504634; in the data active = inhibition mostly above about 23%, no sharp cut-off; inactive = mostly below about 18%;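 also: 0% = cells with DMSO and 100% = no-cell wells with DMSO; some compounds called inactive have numbers as strong as hits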
CAL-PDZ inh HTS – inhibitors of human CAL PDZ peptide binding. AID 602252. Q9HD26. inhibition, % at 24.9 µM. purified CAL PDZ, TMR-peptide fluorescence polarization, 1 h. 300,000 compounds, 0.92% hits;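 active = mean inhibition of at least 30% with at least half of replicates also reaching 30%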;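 also: 0% = DMSO neutral control and 100% = excess unlabeled competitor peptide PRC23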
cardiac RTF act – increases calcium sensitivity of human cardiac regulated thin filaments. 340,000 compounds, 0.24% hits. IANBD-labeled TnC RTF fluorescence at EC20 calcium; 0% EC20 calcium, 100% full calcium. activation, % at 7.2 µM;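 active = activation above the mean over all tested compounds plus 3 SD, cut at about 30% in these data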;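 also: rise in fluorescence read as greater calcium sensitivity of cardiac thin filaments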
RTF Ca sens inh – cardiac RTF calcium desensitization. P19429+P45379. IANBD-labeled cardiac RTF, Ca2+ fluorescence. inhibition, % at 7.15 µM. 340,000 compounds, 0.12% hits. AID 493244;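 active = inhibition above the mean inhibition of all tested compounds plus 3 SD, cut at about 17% in these data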;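 also: assay run at fixed EC70 calcium of 1.6 mM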
Keap1-Nrf2 PPI – inhibitors of human Keap1-Nrf2 protein-protein interaction; 340,000 compounds, 0.15% hits; Keap1 Kelch-Nrf2 peptide fluorescence polarization, 1536-well; Q14145; AID 504523; inhibition, % at 9.4 µM; in the data active = inhibition above about 12%;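 also: human Keap1 Kelch domain with fluorescein labeled Nrf2 9mer peptide probe; 0% = neutral control wells and 100% = peptide positive control; higher means more block of Keap1 binding to Nrf2 peptide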
Target sequence (Q14145 whole entry, looked up, the tested form may be a part): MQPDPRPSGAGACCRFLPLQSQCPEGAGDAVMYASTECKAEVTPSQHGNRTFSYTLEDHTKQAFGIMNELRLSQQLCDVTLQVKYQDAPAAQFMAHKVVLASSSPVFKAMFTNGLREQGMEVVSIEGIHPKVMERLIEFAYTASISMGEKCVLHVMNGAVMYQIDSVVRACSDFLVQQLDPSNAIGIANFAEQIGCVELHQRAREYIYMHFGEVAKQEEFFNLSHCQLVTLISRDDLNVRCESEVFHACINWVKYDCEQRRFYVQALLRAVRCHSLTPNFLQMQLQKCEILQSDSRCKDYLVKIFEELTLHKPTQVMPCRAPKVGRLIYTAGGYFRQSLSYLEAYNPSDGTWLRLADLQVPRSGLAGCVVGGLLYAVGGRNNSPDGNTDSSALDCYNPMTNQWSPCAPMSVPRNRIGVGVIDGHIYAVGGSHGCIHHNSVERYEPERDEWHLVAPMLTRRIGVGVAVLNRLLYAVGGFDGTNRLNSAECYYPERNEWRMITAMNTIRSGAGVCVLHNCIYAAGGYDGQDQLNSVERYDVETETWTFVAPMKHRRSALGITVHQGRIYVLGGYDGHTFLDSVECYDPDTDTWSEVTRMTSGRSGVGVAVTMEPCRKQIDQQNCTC
OPRM1-OPRD1 inv – inverse agonist of human OPRM1-OPRD1 heterodimerization. P35372+P41143. inhibition, % at 9.3 µM. cell-based MOR-DOR heterodimer luminescence, inverse agonism. 340,000 compounds, 0.21% hits; in the data active = inhibition above about 22%, passing the limit was not always enough;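 also: 0% = cells with DMSO and 100% = wells without cells with DMSO; values of inactives mirror those of a sister screen read the other way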
LANA DNA inh – inhibitors of KSHV LANA C-terminal domain DNA binding | MBP-C-LANA/FAM-LBS DNA binding, fluorescence polarization | inhibition, % at 9 µM | 340,000 compounds, 0.078% hits | AID 504423;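 active = highest replicate inhibition at or above 60% at 9 µM, even if other replicates fall short; inactive = all replicates below 60% inhibition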;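 also: 0% = neutral control wells and 100% = 4 µM acridine orange control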
V-ATPase pHluor – regulators of yeast V-ATPase proton transport; S. cerevisiae, pHLuorin cytosolic pH fluorescence; response, % at 10 µM; 350,000 compounds, 0.37% hits; in the data active = response mostly above about 7.3%, no sharp cut-off; inactive = mostly below about 5.4%; also: actives read high; inactives centre near 0; some compounds called inactive have numbers as strong as hits; reference of the scale not given here
The depositor's hits bear a star; · = not tested or not shown.

Structure	HTR5A ag	MOR-DOR ag	HTR5A inv ctr	CAL-PDZ inh HTS	cardiac RTF act	RTF Ca sens inh	Keap1-Nrf2 PPI	OPRM1-OPRD1 inv	LANA DNA inh	V-ATPase pHluor
CCSc1nc2c(c(=O)[nH]c(=O)n2C)n1C/C=C(/C)Cl	5	-4.6	-14	1	3	3	-5	19	0.8	-1
CCc1ccc(-c2cc(C(=O)N/N=C/c3ccco3)[nH]n2)cc1	-1	0.8	4	-6	-2	0	-2	-4	0.6	-1
CCOc1cc(/C=C(/C#N)c2nc3ccccc3[nH]2)ccc1Oc1ccc([N+](=O)[O-])cn1	13	5.6	-40	-11	-11	7	0	-32	-0.3	0
Cn1cccc1/C=N/NC(=O)Cn1cnc2ccccc21	·	·	·	·	3	-4	3	·	-1.7	0
CCc1cc2cc(C)c(C)cc2nc1SCC(=O)Nc1cc(C)on1	2	-1.6	-4	0	1	-5	-4	9	0.4	1
CCC(=O)N(Cc1cc2ccccc2[nH]c1=O)c1ccccc1OC	-2	-0.1	6	·	4	-13	1	1	0.4	0
CCC(c1nnnn1CCc1ccccc1)N(Cc1ccco1)Cc1cc2cccc(C)c2[nH]c1=O (configuration not stated)	5	5.6	13	1	-2	-2	-2	-23	-2.5	1
CCOc1ccc(-c2cc(C(=O)OC)[nH]n2)cc1	1	0.1	-3	0	3	-6	1	0	0.9	2
Cc1ccc(-c2c(C)sc3nc(CN4CCN(CC(=O)NC5CC5)CC4)[nH]c(=O)c23)cc1	-4	-4.3	19	·	2	-15	5	17	6.2	-1
O=C(COC(=O)C1(c2ccc(Cl)cc2)CCCC1)NC1CCS(=O)(=O)C1 (configuration not stated)	1	3.4	4	-6	3	-5	-4	-20	-0.4	5
COc1cccc(NC(=S)N/N=C2/CCCCc3ccccc32)c1	-14	-4.6	35*	-7	1	2	0	30	-0.1	1
Cc1csc(=N)n1CC(=O)N1CCc2ccccc21	-3	-2.3	18	-6	2	0	-3	10	-2.0	-1
CC(C)C[C@H](NC(=O)c1nc[nH]c1C(=O)NC1CCNCC1)C(=O)OC(C)(C)C	3	0.2	-8	0	8	-27	-2	-1	-1.7	6
O=C(CC1C[C@H](C(=O)N2CCOCC2)[C@@]2(CCC3CCCC3)c3[nH]c4ccccc4c3CCN2C1=O)NCCCn1ccnc1 (some centres not stated)	-2	-2.7	5	0	-4	1	3	13	-0.9	-2
Cc1nc2sc(C(c3ccco3)N3CCN(c4cccc(Cl)c4)CC3)c(O)n2n1 (configuration not stated)	0	0.1	-30	1	-5	-2	2	-1	5.8	1
COc1ccccc1N1CCN(C(c2ccc(F)cc2)c2nnnn2C(C)C)CC1 (configuration not stated)	-2	2.3	4	7	-1	-7	-10	-11	0.0	5
O=C(O)CC/C(=C\c1cccc(NC(=O)c2ccccc2Cl)c1)c1nc2ccccc2s1	2	-2.2	16	·	11	-7	-6	11	1.7	-3
CC1CC(C)CN(C(=O)/C=C/c2ccc(S(=O)(=O)N3CCOCC3)cc2)C1 (configuration not stated)	-5	-5.9	6	·	-2	5	3	23	-0.5	0
COc1ccc(-c2cc(C(=O)N3CCOCC3)no2)cc1	10	-0.5	-27	-3	-3	-15	1	3	2.9	-3
FCCCOc1ccc(-c2nccc(-c3ccc(Cl)cc3)n2)cc1	5	-1.7	-11	-4	-5	-3	-5	8	0.3	-2
CCCN1CNC(=S)N(CCc2ccccc2)C1	0	-1.0	0	6	-3	-7	-2	6	-0.1	8
COC(CN(C)C(=O)C1CCC(CNS(=O)(=O)c2ccccc2)CC1)OC (configuration not stated)	4	-2.5	-17	·	11	-6	2	11	-1.5	-1
COc1cc(N=c2c([N+](=O)[O-])nn(-c3ccc4c(c3)OCCO4)n2O)cc(OC)c1	0	7.1	1	-7	-7	5	-6	-43	-0.8	0
O=C(COC(=O)c1ccc(Cl)c(S(=O)(=O)N2CCCCCC2)c1)Nc1ccccc1	-2	4.4	5	-6	1	-3	0	-21	1.9	1
O=C(CN(Cc1ccccc1)S(=O)(=O)c1ccccc1)N/N=C/c1ccccc1C(=O)O	2	-2.5	-9	-3	-4	5	1	12	-0.1	0
COc1cccc(CC2(CO)CCN(Cc3ccc(NC(C)=O)cc3)CC2)c1	2	5.3	-5	-2	2	-10	2	-27	1.2	0
O=C(CN(Cc1ccco1)C(=O)CNS(=O)(=O)c1ccc(F)cc1)NCc1ccc(F)cc1	-1	-0.7	2	-6	6	-4	0	4	-0.5	2
C[C@@H]1CN([C@H](C)CO)C(=O)c2cc(NC(=O)Nc3ccc(C(F)(F)F)cc3)ccc2O[C@H]1CN(C)S(=O)(=O)c1ccccc1	4	0.8	-10	-8	-1	-15	-2	-4	1.2	6
CCOc1ccc2[nH]c(=O)c(C(c3nnnn3Cc3ccco3)N3CCC(C)CC3)cc2c1 (configuration not stated)	-4	-2.0	10	1	2	4	-10	9	1.5	-2
COCCn1c(C)cc(C(=O)COC(=O)c2ccccc2Br)c1C	-1	-1.8	3	-5	-1	1	-3	10	-0.8	0

Results in CAL-PDZ inh HTS, for some of the entries so far:
smiles	CAL-PDZ inh HTS
COc1cc(N=c2c([N+](=O)[O-])nn(-c3ccc4c(c3)OCCO4)n2O)cc(OC)c1	-7
O=C(COC(=O)c1ccc(Cl)c(S(=O)(=O)N2CCCCCC2)c1)Nc1ccccc1	-6

(list continues)
Structure	HTR5A ag	MOR-DOR ag	HTR5A inv ctr	CAL-PDZ inh HTS	cardiac RTF act	RTF Ca sens inh	Keap1-Nrf2 PPI	OPRM1-OPRD1 inv	LANA DNA inh	V-ATPase pHluor
COc1cccc(NC(=O)Cc2nnc(SCCOc3ccccc3)n2C)c1	-1	-1.3	3	-4	-4	8	-4	5	0.9	1
COC(=O)c1c(NC(=O)CSc2nnc(CNc3ccc(Cl)cc3)o2)sc(C)c1C	0	-0.5	-4	-1	-1	-1	-3	3	1.7	2
CCOC(=O)c1sc(NC(=O)COC(=O)Cn2cnc3ccccc32)c(C(=O)OCC)c1C	4	-2.2	9	1	-2	0	-2	11	0.1	-3
COc1ccc(CCNC(=S)Nc2cc(C)cc(C)c2)cc1	-3	-2.1	23	·	-2	-2	1	9	0.6	-1
CCCCCCn1c(C(C)NC(=O)c2ccco2)nc2ccccc21 (configuration not stated)	3	-3.3	10	-7	-4	1	2	14	-0.6	0
Cc1cc(/C=C2\SC(=O)N(CC(=O)Nc3ccccc3F)C2=O)c(C)n1C	1	-0.1	29	-5	-1	-9	0	0	0.0	-4
COc1ccc(-n2nnnc2SCC(=O)Nc2ccc(OC)cc2OC)cc1	-5	-1.9	16	-5	1	-3	0	9	-0.3	0
O=C(Nc1cccc(S(=O)(=O)N2CCCCCC2)c1)C1CC(=O)N(c2ccc3c(c2)OCCO3)C1 (configuration not stated)	4	-0.3	-8	-2	-8	-42	-6	2	1.3	-1
CN1C(=O)N(CC(=O)Nc2nccs2)C(=O)C12CCCCC2	14	0.4	-38	-6	0	7	-6	-2	0.9	0
Cc1cc(NC(=O)CSc2nc(-c3cccs3)cc(C(F)(F)F)n2)no1	-2	1.6	4	3	8	9	-3	-10	0.5	-1

Among those listed so far, 6 have fluorine.
Structure	HTR5A ag	MOR-DOR ag	HTR5A inv ctr	CAL-PDZ inh HTS	cardiac RTF act	RTF Ca sens inh	Keap1-Nrf2 PPI	OPRM1-OPRD1 inv	LANA DNA inh	V-ATPase pHluor
COc1ccccc1N1CCN(C(c2ccc(F)cc2)c2nnnn2C(C)C)CC1 (configuration not stated)	-2	2.3	4	7	-1	-7	-10	-11	0.0	5
FCCCOc1ccc(-c2nccc(-c3ccc(Cl)cc3)n2)cc1	5	-1.7	-11	-4	-5	-3	-5	8	0.3	-2
O=C(CN(Cc1ccco1)C(=O)CNS(=O)(=O)c1ccc(F)cc1)NCc1ccc(F)cc1	-1	-0.7	2	-6	6	-4	0	4	-0.5	2
C[C@@H]1CN([C@H](C)CO)C(=O)c2cc(NC(=O)Nc3ccc(C(F)(F)F)cc3)ccc2O[C@H]1CN(C)S(=O)(=O)c1ccccc1	4	0.8	-10	-8	-1	-15	-2	-4	1.2	6
Cc1cc(/C=C2\SC(=O)N(CC(=O)Nc3ccccc3F)C2=O)c(C)n1C	1	-0.1	29	-5	-1	-9	0	0	0.0	-4
Cc1cc(NC(=O)CSc2nc(-c3cccs3)cc(C(F)(F)F)n2)no1	-2	1.6	4	3	8	9	-3	-10	0.5	-1

(cont.)
Structure	HTR5A ag	MOR-DOR ag	HTR5A inv ctr	CAL-PDZ inh HTS	cardiac RTF act	RTF Ca sens inh	Keap1-Nrf2 PPI	OPRM1-OPRD1 inv	LANA DNA inh	V-ATPase pHluor
COc1ccc(C)cc1N(CC(=O)N1CCOCC1)S(C)(=O)=O	2	-3.8	-9	-4	4	-3	1	18	2.0	1
COc1ccc(CNc2nc3ccccc3n2CCN2CCOCC2)cc1	·	·	·	26	3	-3	6	·	0.0	-1
CCOC(=O)c1c(-c2ccccc2)csc1NC(=O)c1ccc(N2C(=O)CCC2=O)cc1	7	-1.3	-3	·	1	-10	-3	7	0.8	-1
CC1CC1C(=O)OCC(=O)NC(=O)NCc1ccco1 (configuration not stated)	-5	0.1	17	1	-4	0	-1	-1	1.1	0
COc1ccccc1N=Nc1c(C)[nH]n(-c2ccccc2)c1=O	0	-4.4	0	1	-9	-5	0	21	-1.2	0
O=C(CSCc1ccc(Br)cc1)Nc1ccc(S(=O)(=O)N2CCOCC2)cc1	1	0.2	20	-3	0	4	-2	-1	-0.7	7
CC(=O)c1ccc2c(c1)C1C=CCC1C(c1cc3c(cc1Br)OCO3)N2 (configuration not stated)	-6	2.3	-46	5	2	-16	0	-13	-1.2	-3

This is a random part of the collection. Share with any hit: about 2.8%.
